# Growth percent in the NCI-60 one-dose screen (48 h, 10 µM unless noted): 100 = growth as untreated, 0 = no growth, -100 = all killed.
# MDA-MB-231 = MDA-MB-231 breast cancer; actives 5% (n = 81,000); AID 1794789
# MCF7 = MCF7 breast cancer; actives 6.3% (n = 82,000)
# HS 578T = HS 578T breast cancer | actives 4.1% (n = 78,000)
# K-562 = K-562 leukemia | actives 7.4% (n = 78,000) | AID 1794777
# BT-549 = BT-549 breast cancer | actives 4.4% (n = 78,000)
# MDA-MB-468 = MDA-MB-468 breast cancer | actives 8.5% (n = 78,000)
# LOX IMVI = LOX IMVI melanoma; AID 1794757; actives 7.4% (n = 79,000)
# T-47D = T-47D breast cancer; AID 1794792; actives 5% (n = 79,000)
# Active calls of the source: *; . = no result given; & = joins results of further samples. Rule for the calls: active = growth percent below 10; inactive = the rest.
SMILES,MDA-MB-231,MCF7,HS 578T,K-562,BT-549,MDA-MB-468,LOX IMVI,T-47D
CSc1cccc(NC(=O)N2CCN(C)CC2)c1,109,99,158,118,104,95,104,95
O=Nc1ccc(O)cc1,69&85,93&85,97&104,98&109,83,94&78,82&91,85&87
Cc1nn(-c2ccccc2)c2nc(C)n(CC(=O)Nc3ccc(C(=O)N[C@@H](CCC(=O)O)C(=O)O)cc3)c(=O)c12,.,90,.,94,101,98,.,105
CC1(C)[C@@H](O)CC[C@]2(C)[C@H]3C=CC4=C5C[C@](C)(CO)CC[C@]5(C)CC[C@@]4(C)[C@]3(C)CC[C@@H]12,110,96,107,93,116,103,97,104
CC1CCN(Cc2cn(CC(=O)Nc3ccc4c(ccn4C)c3)nn2)CC1,116,99,104,108,113,102,100,106
CCSC1=NC2C(N(C)C(=O)N2C)N1/N=C/C=C/c1ccccc1[N+](=O)[O-] (stereo not drawn),90,94,87,103,95,105,98,99
COc1cc([N+](=O)[O-])c(NC(C)=O)cc1Br,100,104,122,107,92,116,98,103
O=C(CN1CCN(c2cc3c(cc2F)c(=O)c(C(=O)N/N=C/c2ccccc2O)cn3C2CC2)CC1)N/N=C\c1ccccc1O,25,10,57,8.3*,45,-4.5*,2.0*,18
O=C1CC(c2nc3ccccc3[nH]2)CN1C1CCCCC1 (stereo not drawn),102,90,102,102,98,110,94,96
COc1cc(-c2cc(-c3ccc(Cl)cc3)nc(N3CCOCC3)c2C#N)cc(OC)c1OC,57,70,87,81,59,90,14,81
CCOC(=O)c1nn(-c2ccccc2)c2nc3nccc(-c4cc5c(ccc6ccccc65)oc4=O)c3c(=O)n12,79,88,76,65,68,98,92,83
COc1ccc(-c2cc(-c3cccs3)n(C(C)=O)c(=O)c2C#N)cc1,102,98,98,86,92,93,94,96
CCOC(CCc1c(C)nc(NC(C)=O)[nH]c1=O)OCC,121,102,114,109,96,111,95,95
CC1CN(c2oc(-c3ccccc3)nc2C#N)CC(C)O1 (stereo not drawn),101,77,102,98,99,109,.,95
CS(=O)(=O)c1nccc(-c2c(-c3ccc(F)c(OCc4ccc(F)cc4)c3)nc3sccn23)n1,80,-6.3*,85,.,70,-37*,20,-19*
COc1cc(N)cc(OC)c1OC,105,95,108,91,.,109,97,95
COc1ccc(S(=O)(=O)N=N/C=C2\C=CC=CN2O)cc1OC,98,95,89,111,115,98,83,98
COC(=O)Cc1cc(O)cc2oc(-c3ccc4c(c3N)OCO4)cc(=O)c12,78,69,97,.,87,87,92,75
O/N=C(/CSc1nnc(-c2ccc(Cl)cc2)o1)c1ccc(Cl)cc1,100,84,62,83,92,72,90,84
N#CCc1nc2c3c4c(sc3ncn2n1)CCCC4,90,92,44,89,89,95,96,83
O=C(Nc1ccc(Cc2ccc(NC(=O)C(c3ccccc3)c3ccccc3)cc2)cc1)C(c1ccccc1)c1ccccc1,101,95,100,101,102,101,93,95
CCNCCNc1cc(-c2ccc(C(F)(F)F)cc2)c(C#N)c2nc3cc(Cl)c(Cl)cc3n12,-73*,-71*,-53*,-64*,-2.3*,-82*,-74*,-53*
COc1cc(OC(F)(F)F)ccc1C(=O)Nc1sc2c(c1C#N)CCC(=O)C2,67,73,76,11,14,78,65,-4.9*
Cc1ccc(C(=O)Nc2ccc(CN3CCN(C)CC3)c(C(F)(F)F)c2)cc1,93,85,98,71,111,94,101,87
O=S1(=O)N=C2Oc3ccccc3N2c2ccncc21,101,94,104,71,117,.,91,98
CN(CCO)c1ccc(N2Cc3ccccc3OC3=C2C(=O)c2c(O)ccc(O)c2C3=O)cn1,-90*,-35*,28,-1.6*,-73*,-65*,-87*,-43*
Cc1ccccc1-n1c(C)nc2c(c(C)nn2-c2ccccc2)c1=O,83,64,80,63,104,84,93,53
S=C(NCc1ccccc1)c1ccccc1,99,99,99,111,102,110,100,102
CCCCCCCCCCCC1=NC(C)(C)CN1CC(C)O (stereo not drawn),44,26,72,-45*,68,10,6.9*,59
O=C(/C(=C/c1ccc(F)cc1)c1ccccc1)c1ccc(O)cc1,88,114,81,78,87,100,80,89
Cc1ccc2c(n1)C(=O)C(Cl)=C(Nc1ccc(N3CCN(C)CC3)cc1)C2=O,-63*,-62*,58,-12*,.,-85*,-95*,-61*
O=C(C[N+]12CN3CN(CN(C3)C1)C2)c1ccc(Cl)cc1,94,98,129,92,105,109,100,103
Cc1cc(Nc2cc(N)ncn2)c(=O)n2c1C(=O)NC21CCCCC1,83,97,91,.,99,96,102,76
COc1cc(OC)c(S(=O)(=O)NNC(=O)c2ccncc2)cc1C(=O)/C=C/c1cc(OC)c(OC)c(OC)c1,101,83,105,93,107,78,.,99
O=C1/C(=C/c2cc(Br)cc(Br)c2)Cc2c(F)cc(Br)cc21,98,76,109,97,114,132,94,94
C#CCCCCCCCCC,109,105,129,103,122,104,109,110
OCCC1(O)CCCCC1,112,100,.,93,101,105,91,94
O=C(CC(=O)Nc1ccc(Oc2ncnc3scc(Nc4n[nH]c(=S)s4)c23)cc1)Nc1ccc(F)cc1,90,22,84,72,95,41,82,71
C[C@@H](NC(=O)[C@@H](CC(=O)N1CCC(N2CCCCC2)CC1)N1C(=O)[C@@H](N2C(=O)OC[C@@H]2c2ccccc2)[C@H]1/C=C/c1cccc(Cl)c1)c1ccccc1,33,21,63,-8.3*,.,1.4*,-43*,30
CSCCC(N)C(=O)NNc1n[nH]c(=S)n1N (stereo not drawn),96,97,96,109,95,102,98,101

# Part of the list above, with values under each structure:
# Results follow in this order: MDA-MB-231, MCF7, HS 578T, K-562, BT-549, MDA-MB-468, LOX IMVI, T-47D
> CS(=O)(=O)c1nccc(-c2c(-c3ccc(F)c(OCc4ccc(F)cc4)c3)nc3sccn23)n1
  80, -6.3*, 85, ., 70, -37*, 20, -19*
> COc1cc(N)cc(OC)c1OC
  105, 95, 108, 91, ., 109, 97, 95

# Next part.
SMILES,MDA-MB-231,MCF7,HS 578T,K-562,BT-549,MDA-MB-468,LOX IMVI,T-47D
Cc1c(-c2ccccc2)nc2c3ccccc3ncn2c1=O,82,67,.,88,90,96,105,87
COc1cccc(N2CCN(c3ncnc4cc[nH]c34)CC2)c1,84,47,93,38,43,19,52,20
CCOC(=O)CC1Oc2ccc3c(c2NC1=O)c(C(=O)OCC)c(C)n3C (stereo not drawn),94,95,115,94,93,.,91,86
Clc1ccc(CSc2nnc3c(n2)[nH]c2ccccc23)cc1,94,77,111,98,81,105,95,93
CCN(CC)CC(=O)Nc1cccc(C(=O)OC(C)C)c1,112,103,120,102,66,115,96,92
COc1ccc(-c2cs/c(=N\N=C\c3cccc(F)c3)n2-c2ccccc2)cc1,71,76,93,41,104,82,44,72
CCCCCCCCCCCCC1CCCC(C)C1 (stereo not drawn),105,94,93,.,102,111,100,96
N#Cc1c(-c2ccccc2)nc(=S)[nH]c1Cl,99,107,82,124,80,.,94,85
CC(C)(C)CC(C)(C)Nc1c(-c2ccc(-c3ccccc3)cc2)nc2ccccn12,89,44,101,55,95,88,100,53
O=C(O)CSCc1ccccc1,100,94,115,104,.,100,98,117
Oc1ccccc1/C=N/Nc1nc2ccccc2s1,38,20,65,41,51,22,37,38
O=C1/C(=C/c2cccs2)SC(=S)N1C1c2ccccc2Oc2ccccc21,114,94,109,104,85,95,89,92
CC(=O)CC/C=C(\C)[C@H](O)[C@H](C)C(=O)O[C@H]1C[C@H](C)C=C2C=C[C@@]3(C)O[C@@H](O)CC(=O)[C@]3(C)[C@H]21,-39*,-4.7*,-10*,-8.9*,-57*,-65*,-55*,-27*
COc1cccc(-c2nc(SCC(=O)Nc3ccc(C(=O)/C=C/c4ccc(OC)c(OC)c4)cc3)[nH]c(=O)c2C#N)c1,68,82,82,.,85,66,81,78
CC/C(Cc1ccccc1)=C(\c1ccc(OCCCN(C)C)cc1)c1ccc(OC(=O)NCc2ccccc2)cc1,65,16,73,-32*,95,57,16,53
O=C(Nc1ccncc1)C(=O)c1cn(S(=O)(=O)c2ccc(Br)cc2)c2ccccc12,43,20,56,26,41,6.9*,42,41
CC[C@]12C=CCN3CC[C@@]4(c5ccc(OC)cc5N(C)[C@H]4[C@@](O)(C(=O)OC)[C@@H]1OC(=O)CCCN1CCOCC1)[C@@H]32,115,103,107,100,105,108,110,106
O=C(c1ccccc1)C(c1ccccc1)c1ccccc1,106,118,.,156,112,97,96,109
CCNCc1ccncc1,114,97,103,94,114,97,94,97
C[C@@H](O)[C@@H]1NC(=O)[C@H](CCC(N)=O)NC(=O)[C@@H](Cc2ccc(O)cc2)NC(=O)CSC[C@@H](C(N)=O)NC(=O)[C@H](Cc2ccccc2)NC(=O)[C@H](CO)NC(=O)[C@H](Cc2ccc(O)cc2)NC(=O)[C@H](CCCNC(=N)N)NC(=O)[C@H](CCCNC(=N)N)NC(=O)CNC(=O)[C@H](CCCNC(=N)N)NC(=O)[C@H](Cc2c[nH]c3ccccc23)NC(=O)[C@H](CO)NC(=O)[C@H](Cc2c[nH]c3ccccc23)NC1=O,106,100,107,109,113,120,99,97

# Rewritten as tab-separated lines: entries from further up
compound	MDA-MB-231	MCF7	HS 578T	K-562	BT-549	MDA-MB-468	LOX IMVI	T-47D
Clc1ccc(CSc2nnc3c(n2)[nH]c2ccccc23)cc1	94	77	111	98	81	105	95	93
CCN(CC)CC(=O)Nc1cccc(C(=O)OC(C)C)c1	112	103	120	102	66	115	96	92
COc1ccc(-c2cs/c(=N\N=C\c3cccc(F)c3)n2-c2ccccc2)cc1	71	76	93	41	104	82	44	72
CCCCCCCCCCCCC1CCCC(C)C1 (stereo not drawn)	105	94	93	.	102	111	100	96
N#Cc1c(-c2ccccc2)nc(=S)[nH]c1Cl	99	107	82	124	80	.	94	85
CC(C)(C)CC(C)(C)Nc1c(-c2ccc(-c3ccccc3)cc2)nc2ccccn12	89	44	101	55	95	88	100	53
O=C(O)CSCc1ccccc1	100	94	115	104	.	100	98	117
Oc1ccccc1/C=N/Nc1nc2ccccc2s1	38	20	65	41	51	22	37	38
O=C1/C(=C/c2cccs2)SC(=S)N1C1c2ccccc2Oc2ccccc21	114	94	109	104	85	95	89	92
CC(=O)CC/C=C(\C)[C@H](O)[C@H](C)C(=O)O[C@H]1C[C@H](C)C=C2C=C[C@@]3(C)O[C@@H](O)CC(=O)[C@]3(C)[C@H]21	-39*	-4.7*	-10*	-8.9*	-57*	-65*	-55*	-27*
COc1cccc(-c2nc(SCC(=O)Nc3ccc(C(=O)/C=C/c4ccc(OC)c(OC)c4)cc3)[nH]c(=O)c2C#N)c1	68	82	82	.	85	66	81	78
CC/C(Cc1ccccc1)=C(\c1ccc(OCCCN(C)C)cc1)c1ccc(OC(=O)NCc2ccccc2)cc1	65	16	73	-32*	95	57	16	53
O=C(Nc1ccncc1)C(=O)c1cn(S(=O)(=O)c2ccc(Br)cc2)c2ccccc12	43	20	56	26	41	6.9*	42	41
CC[C@]12C=CCN3CC[C@@]4(c5ccc(OC)cc5N(C)[C@H]4[C@@](O)(C(=O)OC)[C@@H]1OC(=O)CCCN1CCOCC1)[C@@H]32	115	103	107	100	105	108	110	106
O=C(c1ccccc1)C(c1ccccc1)c1ccccc1	106	118	.	156	112	97	96	109
CCNCc1ccncc1	114	97	103	94	114	97	94	97
C[C@@H](O)[C@@H]1NC(=O)[C@H](CCC(N)=O)NC(=O)[C@@H](Cc2ccc(O)cc2)NC(=O)CSC[C@@H](C(N)=O)NC(=O)[C@H](Cc2ccccc2)NC(=O)[C@H](CO)NC(=O)[C@H](Cc2ccc(O)cc2)NC(=O)[C@H](CCCNC(=N)N)NC(=O)[C@H](CCCNC(=N)N)NC(=O)CNC(=O)[C@H](CCCNC(=N)N)NC(=O)[C@H](Cc2c[nH]c3ccccc23)NC(=O)[C@H](CO)NC(=O)[C@H](Cc2c[nH]c3ccccc23)NC1=O	106	100	107	109	113	120	99	97

# Going on with the list.
SMILES,MDA-MB-231,MCF7,HS 578T,K-562,BT-549,MDA-MB-468,LOX IMVI,T-47D
O=C1c2cccc3cccc(c23)C(=O)N1CC#Cc1ccc2c3c(cccc13)C(=O)N(CCN1CCNCC1)C2=O,8.0*,-44*,106,-15*,101,111,.,38
NNC(=O)CN1CCN(c2cc3c(cc2F)c(=O)c(C(=O)O)cn3C2CC2)CC1,106,97,93,102,98,98,99,94
CCCC(=O)NC1CCCCC1,110,99,106,107,.,100,102,99
Cc1cccc(/C=C2\Oc3cc(C)c(Cl)c(C)c3C2=O)c1,76,34,87,93,102,77,91,.
CO[C@@H]1C=C2[C@H]3CC(C)(C)C(=O)C[C@]3(C(=O)O[C@@H]3O[C@H](CO[C@@H]4O[C@H](CO)[C@@H](OC5OC(C)C(O)C(O)C5O)[C@H](O)[C@H]4O)[C@@H](O)[C@H](O)[C@H]3O)CC[C@@]2(C)[C@]2(C)CC[C@H]3C(C)(C)C(=O)CC[C@]3(C)[C@@H]12 (stereo partly drawn),80,68,93,83,58,109,82,83
Cn1ncc2c(N)nc(NCCO)nc21,94,114,99,104,114,103,96,109
CCOC(=O)c1ccc(NC(C#N)=C(C#N)C#N)cc1,103,100,102,74,100,95,100,103
OC(CN(Cc1ccccc1)CC(O)c1ccccc1)c1ccccc1 (stereo not drawn),83,94,85,90,105,105,79,93
